VLA-4 agonist – allosterically activates the human VLA-4 integrin | Jurkat cells, LDV-FITC binding, flow cytometry | activation, % at 10 µM (by protocol) | 24,000 tested, under 10 active | AID 528;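 active = fluorescent ligand binding to cells raised by more than 40% of the manganese-induced maximum; inconclusive = compound's own fluorescence above 85% of the ligand control signal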;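 also: 0% = ligand binding without compound and 100% = manganese-stimulated maximal binding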
Target sequence (P13612 whole entry, looked up): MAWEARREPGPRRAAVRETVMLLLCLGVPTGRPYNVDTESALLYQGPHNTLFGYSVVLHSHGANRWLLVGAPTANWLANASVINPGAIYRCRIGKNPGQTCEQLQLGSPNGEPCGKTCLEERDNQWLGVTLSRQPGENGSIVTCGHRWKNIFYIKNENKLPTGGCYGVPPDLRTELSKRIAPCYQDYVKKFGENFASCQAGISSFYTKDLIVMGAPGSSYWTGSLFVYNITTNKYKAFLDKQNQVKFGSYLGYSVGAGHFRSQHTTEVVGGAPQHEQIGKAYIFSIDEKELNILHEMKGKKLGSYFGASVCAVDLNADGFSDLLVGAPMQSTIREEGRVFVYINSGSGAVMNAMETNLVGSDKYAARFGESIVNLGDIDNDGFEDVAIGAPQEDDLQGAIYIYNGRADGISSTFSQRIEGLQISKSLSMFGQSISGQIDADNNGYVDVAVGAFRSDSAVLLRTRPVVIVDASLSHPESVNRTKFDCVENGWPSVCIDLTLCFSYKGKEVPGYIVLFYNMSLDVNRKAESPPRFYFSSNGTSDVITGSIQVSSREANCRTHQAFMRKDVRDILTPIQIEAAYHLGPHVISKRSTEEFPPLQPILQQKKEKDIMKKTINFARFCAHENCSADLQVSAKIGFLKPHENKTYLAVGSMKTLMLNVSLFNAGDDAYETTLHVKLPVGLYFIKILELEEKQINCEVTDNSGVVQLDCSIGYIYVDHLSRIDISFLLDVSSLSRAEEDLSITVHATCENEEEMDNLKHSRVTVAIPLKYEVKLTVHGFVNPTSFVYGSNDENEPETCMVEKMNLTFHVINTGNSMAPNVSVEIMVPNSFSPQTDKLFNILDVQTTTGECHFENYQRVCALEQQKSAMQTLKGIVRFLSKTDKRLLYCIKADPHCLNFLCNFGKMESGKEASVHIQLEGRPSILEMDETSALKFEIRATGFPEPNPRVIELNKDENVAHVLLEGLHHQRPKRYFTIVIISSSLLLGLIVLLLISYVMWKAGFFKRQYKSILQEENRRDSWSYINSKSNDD
Autofluor Jurkat – counter-screen for VLA-4 integrin: compound autofluorescence in Jurkat cells; flow cytometry; stronger effect = higher value; 1 = vehicle-only cell background; fluorescence ratio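 (tested at 10 µM compound in the well)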; 24,000 tested, 0.61% active; AID 576;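 active = fluorescence ratio above 2.44, which is 1 plus 3 SD of all ratios; inconclusive = signal too bright to measure linearly, ratio around 10 or more; inactive = fluorescence ratio below 2.44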;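 also: green fluorescence of cells measured with 488 nm excitation and 530 nm emission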
VLA-4 antagonist – blocks LDV-FITC ligand binding to Mn2+-activated human VLA-4 integrin; P13612; Jurkat cells, LDV-FITC binding with Mn2+, flow cytometry; 100% = Mn2+-driven binding gain fully reversed; inhibition, % at 10 µM (by protocol); 24,000 tested, 0.2% active;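 active = inhibition above 50%; inconclusive = compound itself fluorescent, judged against control cell fluorescence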;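 also: 0% = Mn2+ stimulated cells lacking compound and 100% = ligand binding without Mn2+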
LNCaP diff act – LNCaP prostate cell differentiation activation; flow cytometry side scatter, 4 d; 24,000 tested, 0.56% active; side scatter shift, % at 10 µM;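 active = side scatter shift above 30%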;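 also: androgen-responsive LNCaP prostate cancer cells in charcoal-stripped serum medium; percent of cells past a gate set so DMSO wells show 10% shift; higher shift means more granular cells and more differentiation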
Numbers without * were called inactive; ? = inconclusive; . = not tested or not shown.

SMILES | VLA-4 agonist | Autofluor Jurkat | VLA-4 antagonist | LNCaP diff act
Cc1ccc(S(=O)(=O)C2(C(=O)Nc3nccs3)CC2)cc1 | -2 | 1 | 8 | 5
O=C(CCCCCn1c(=O)[nH]c2ccsc2c1=O)N1CCCCC1 | 4 | 1.1 | -20 | 12
COc1ccc(-c2nc(Cn3c(SCc4cccc(F)c4)nc4ccncc43)c(C)o2)cc1OC | -5 | 1.1 | 9 | 14
c1cn2cc(CSC3CCCCC3)nc2s1 | 2 | 1.1 | -12 | 4
COc1ccc(NC(=O)CCc2ccccc2)cc1NC(=O)c1ccco1 | -8 | 1 | -3 | 4
CN(C=O)CP(=O)(O)CCN1CCCC1=O | 4 | 0.98 | -14 | 11
O=C(COc1ccc(=O)n(-c2ccccc2)n1)Nc1ccccc1 | 1 | 1 | -1 | 4
Cc1cc2ccccc2c(=O)n1CC(=O)N(C)c1ccc(F)cc1 | -4 | 0.99 | -2 | 12
COc1ccccc1CNC(=O)C1CC(=O)N(C2CCCC2)C1 (stereo unspecified) | -3 | 1 | 15 | 13
Cc1ccc(CN2C(=O)CCC2C(=O)NCCN(CC(C)C)CC(C)C)cc1 (stereo unspecified) | 1 | 1 | 4 | 4
CCCCSc1nc2c(cnn2-c2ccc(Cl)cc2)c(=O)[nH]1 | 2 | 1 | -22 | 8
O=C(CN(Cc1ccc(F)cc1)C(=O)c1ccco1)NCc1ccc(F)cc1 | -2 | 0.98 | -2 | 5
COc1ccc(C(=O)Nc2cccnc2)cc1C(=O)Nc1cccnc1 | 0 | 1 | -7 | 2
Cc1csc(NC(=O)c2sc3nc(-c4cccs4)ccc3c2N)n1 | ? | ? | ? | 7
CCOc1ccc2nc(N3CCC(C(=O)N4CCN(C5CCCCC5)CC4)CC3)sc2c1 | -2 | 1.1 | -3 | 9
CCC(C)(C(=O)NC1CCCCC1)N(Cc1ccco1)C(=O)CNC(=O)c1ccccc1 (stereo unspecified) | 0 | 1 | 13 | 4
COc1ccc(N2C(=O)CSC2c2ccc3c(c2)OCO3)c(OC)c1 (stereo unspecified) | 4 | 1.1 | 5 | 4
CCOC(=O)c1ccc(NC(=O)CC2C(=O)N(c3ccc(F)cc3)C(=O)N2CCCOC)cc1 (stereo unspecified) | -4 | 1.1 | 3 | 13
COc1ccc(CN2CC(C(=O)NCc3ccccn3)CC2=O)cc1 (stereo unspecified) | 0 | 0.97 | -4 | 9
Cc1[nH]c(=O)[nH]c(=O)c1S(=O)(=O)NCCc1ccc(S(N)(=O)=O)cc1 | 0 | 1 | -28 | 10
c1cc2c(cc1C1=Nn3c(nnc3C3CCCCC3)SC1)OCO2 | 3 | 1 | -6 | 12
CCC(Sc1ncccc1C(=O)OCCN1CCCC1=O)C(=O)NCc1ccco1 (stereo unspecified) | 11 | 0.97 | 8 | 8
Cc1cccc(NC(=O)Nc2ccc(C#N)cc2)n1 | 4 | 1 | -5 | 8
Cc1n[nH]c(C)c1S(=O)(=O)N1CCCC(C(=O)NC2CCCCC2)C1 (stereo unspecified) | -4 | 1 | 7 | 5
OCCNc1nc(OCC(F)(F)F)nc(N2CCN(C34CC5CC(CC(C5)C3)C4)CC2)n1 | ? | 1.1 | ? | 6
Cn1c(C(=O)N2CCCCCC2)cc2c(=O)n(C)c3ccccc3c21 | -9 | 1.3 | 22 | 1
Cc1ccc(NC(=O)Cn2c(=O)n(CCCC(=O)NCc3ccco3)c(=O)c3ccccc32)cc1 | 6 | 0.95 | -18 | 5
Cc1ccc(Cn2ccc(NC(=O)c3cc(CC(C)C)on3)n2)cc1 | -7 | 1 | 10 | 9
CC(=O)Nc1ccc(S(=O)(=O)Nc2nc3c(s2)CCCC3)cc1 | 8 | 1 | -16 | 6
CCOC(=O)c1cnc2cc(Cl)c(OC)cc2c1NCC1CCCO1 (stereo unspecified) | -6 | 1.1 | 2 | 6
COc1cccc(C2=NOC(C(=O)N3CCN(c4ccccc4)CC3)C2)c1OC (stereo unspecified) | 4 | 1.1 | 4 | 8
O=C(CS(=O)(=O)c1c[nH]c2ccccc12)Nc1ccc2c(c1)OCCO2 | 4 | 0.88 | -3 | 13
CCOC(=O)c1ccc(N(CC(=O)NC2CCCC2)C(=O)CNC(=O)c2ccco2)cc1 | 0 | 1 | -14 | 0
CC(C)CC1(C(=O)O)NC(c2ccccc2O)C2C(=O)N(C(C)C)C(=O)C21 (stereo unspecified) | 2 | 1 | -14 | 12
Cc1ccc(S(=O)(=O)C2(C(=O)N3CCCCC3C)CC2)cc1 (stereo unspecified) | 6 | 0.96 | 13 | 3
C[C@]12CCC(=O)C=C1CC[C@@H]1[C@@H]2C(=O)C[C@@]2(C)[C@H]1CC[C@]2(O)C(=O)CO | 0 | 1 | -16 | 5
CCOc1ccc(NC(=O)c2nnn(CC(=O)Nc3ccccc3OCC)c2N)cc1 | ? | 1.1 | ? | 3
COc1ccc(CSCCN)cc1Cl | ? | 1.1 | ? | 15
CCC(C)NC(=O)C1CCN(S(=O)(=O)N2CCCC2)CC1 (stereo unspecified) | -7 | 1.1 | 3 | 8
CCN(CC)S(=O)(=O)c1ccc(Cl)c(C(=O)OC)c1 | -3 | 1 | 0 | 20

Brought forward from above: five entries, followed by the next part.
SMILES | VLA-4 agonist | Autofluor Jurkat | VLA-4 antagonist | LNCaP diff act
C[C@]12CCC(=O)C=C1CC[C@@H]1[C@@H]2C(=O)C[C@@]2(C)[C@H]1CC[C@]2(O)C(=O)CO | 0 | 1 | -16 | 5
CCOc1ccc(NC(=O)c2nnn(CC(=O)Nc3ccccc3OCC)c2N)cc1 | ? | 1.1 | ? | 3
COc1ccc(CSCCN)cc1Cl | ? | 1.1 | ? | 15
CCC(C)NC(=O)C1CCN(S(=O)(=O)N2CCCC2)CC1 (stereo unspecified) | -7 | 1.1 | 3 | 8
CCN(CC)S(=O)(=O)c1ccc(Cl)c(C(=O)OC)c1 | -3 | 1 | 0 | 20
CCOc1ccc2nc(NC(=O)C(NS(=O)(=O)c3cccs3)C(C)C)sc2c1 (stereo unspecified) | 0 | 0.99 | -9 | 15
Cc1cc(C)cc(NC(=O)CN(C)S(=O)(=O)c2cnc[nH]2)c1 | 4 | 1 | 3 | 12
CCOC(=O)C1CCN(C(=O)C2CCN(S(=O)(=O)N3CCCC3)CC2)CC1 | 6 | 0.96 | -21 | 4
CCN(CC)c1nc2nonc2nc1N(CC)CC | -3 | 1.1 | -8 | 7
CC(=O)N(C)c1ccc(NC(=O)c2cnn(C)c2)cc1 | -4 | 1.1 | 9 | 5
COc1ccc(OC)c(NC(=O)c2cc3n(n2)C(C(F)(F)F)CC(c2ccc4c(c2)OCO4)N3)c1 (stereo unspecified) | -3 | 1.1 | 4 | 1
CN(Cc1ccccc1)Cc1nc2c(c(=O)n(C)c(=O)n2C)n1Cc1ccc(Cl)cc1 | -13 | 1.1 | 27 | 2
CCOC(=O)n1ccc(C(=O)Nc2ccccc2F)n1 | -5 | 1 | 9 | 5
C=CCC(NCc1ccco1)c1ccc(OC)cc1OC (stereo unspecified) | 2 | 0.99 | 12 | 20
C=CCn1c(SCC(=O)N2CCN(c3ccc(F)cc3)CC2)nnc1-c1cccs1 | 4 | 0.99 | 7 | 1
NC(=O)C(Cc1ccccc1)NS(=O)(=O)c1ccc(N2CCCC2=O)cc1 (stereo unspecified) | 5 | 1.1 | -11 | 4
CCCCCNC(=O)c1ccc2c(=O)[nH]c3c(C(=O)NCC4CCCO4)sc(=S)n3c2c1 (stereo unspecified) | ? | 1.6 | ? | 1
O=C(C1CC1)N1CCC(c2nc(-c3ccc(S(=O)(=O)NCC4CCCO4)cc3)no2)CC1 (stereo unspecified) | -6 | 1 | -17 | 7
COc1ccc(-c2noc(CCCOc3ccccc3)n2)cc1OC | -1 | 1.1 | 6 | 12
CCOC(=O)CSc1ncnc2c1cnn2-c1ccc(C)cc1 | -1 | 1 | -7 | 3
Clc1ccc(Cl)c2sc(N3CCOCC3)nc12 | 13 | 0.82 | 0 | 9
Cc1[nH]c2ccccc2c1Cc1nnc(SCC(N)=O)o1 | 1 | 0.92 | 14 | 1
Cc1oc(-c2ccccc2Cl)nc1CSCC(=O)N1CCCC1 | -6 | 1.1 | 0 | 14
CCOc1ccc(C2CC(c3cccc(OC)c3OC)n3nnnc3N2)cc1Cl (stereo unspecified) | 2 | 1.2 | 1 | 4
Cc1ccc(C2C3CSCC=C3C(C#N)=C(N)C2(C#N)C#N)cc1 (stereo unspecified) | ? | 8.8* | ? | 2
Clc1ccc(OCc2nnc(SCCN3CCCCC3)n2Cc2ccco2)cc1 | -2 | 1 | 14 | 23
Cc1nn(Cc2ccc(F)cc2)c(C)c1NC(=O)c1cc(-c2ccco2)on1 | -4 | 1.1 | -2 | 7
CCOc1ccc(OCC)c(NC(=O)c2ccc(CNc3c(N4CCOCC4)c(=O)c3=O)cc2)c1 | 4 | 1 | 13 | 9
Cc1nc2c(-c3ccccc3)c(C)nn2c(C)c1CCC(=O)NCc1ccco1 | -5 | 1.1 | 6 | 6
CCOCCCNS(=O)(=O)c1ccc2c(c1)CCN2C(=O)CC | 3 | 0.97 | -9 | 6
O=C(NCCN1CCCC1)C1COc2ccccc2O1 (stereo unspecified) | 5 | 1.1 | -20 | 17
CCOC(=O)Nc1oc2ccccc2c(=O)c1CN1CCOCC1 | -4 | 1.1 | -12 | 3
O=c1[nH]c(SCc2cccc(Cl)c2)nc2c1CCCC2 | 4 | 0.93 | -17 | 8
CCOC(=O)c1cnc(-n2nc(C)cc2C)nc1Nc1cccc(C(C)=O)c1 | 0 | 1.1 | -5 | 5
COc1cccc(NC(=O)Nc2nnc(N3CCCCC3C)s2)c1 (stereo unspecified) | 1 | 1 | -4 | 6
Cc1ccc2c(c1)NC(=O)C(CC(=O)NCc1cccnc1)O2 (stereo unspecified) | 4 | 0.97 | -25 | 3
COc1ccc(OC)c(-c2cc(C(=O)Nc3cc(C)n(Cc4ccc(Cl)cc4)n3)no2)c1 | ? | 1.2 | ? | 5
N#Cc1ccccc1NCc1ccccc1 | -3 | 1 | 17 | 4
Cc1ccc(NC(=O)Cn2c(=O)n(CCCCC(=O)NCc3ccco3)c(=O)c3ccccc32)cc1 | -3 | 1.1 | 0 | 16
CCCN1CCN(C(=O)c2cccc3c2C(=O)N(CCOC)C3)CC1 | 4 | 1 | -7 | 14
O=C(Cn1c(=O)[nH]c2ccsc2c1=O)NC1CCCCC1 | -5 | 1 | 8 | 5
O=C(CCCSc1nc2ccccc2s1)NC1=NCCS1 | 2 | 1.2 | -25 | 5
COC(=O)CN1C(=O)COc2ccc(Cl)cc21 | ? | 2.2 | ? | 6
COc1ccc(-n2c(Cc3cccn3C)nnc2SCC(=O)NC2CCCC2)cc1 | 7 | 1 | -3 | 7
CCCCCn1c(=O)[nH]c2cc(C(=O)O)ccc2c1=O | -2 | 1.1 | 2 | 6

3 structures from above, arranged by SMILES length, lowest first:
SMILES | VLA-4 agonist | Autofluor Jurkat | VLA-4 antagonist | LNCaP diff act
N#Cc1ccccc1NCc1ccccc1 | -3 | 1 | 17 | 4
CCOCCCNS(=O)(=O)c1ccc2c(c1)CCN2C(=O)CC | 3 | 0.97 | -9 | 6
CCCN1CCN(C(=O)c2cccc3c2C(=O)N(CCOC)C3)CC1 | 4 | 1 | -7 | 14

Next section.
SMILES | VLA-4 agonist | Autofluor Jurkat | VLA-4 antagonist | LNCaP diff act
O=C(O)CCn1c(SCc2ccccc2)nc2ccccc21 | 8 | 1 | -22 | 5
CCN(CC)S(=O)(=O)c1ccc2c(c1)nc(SCn1nnc3ccccc3c1=O)n2CC | 2 | 1 | -6 | 10
COCC(C)NC(=O)c1cc(-c2ccccc2OC)on1 (stereo unspecified) | 7 | 1.1 | 2 | 19
COc1cccc(-c2cc(C(=O)N3CCN(C(c4ccccc4)c4ccccc4)CC3)no2)c1 | -5 | 1 | 11 | .
Cn1c(NC(=O)c2cc(-c3ccc4c(c3)OCO4)nc3ccccc23)cc(=O)n(C)c1=O | -3 | 1.1 | 18 | 2
O=C(Nc1ccc2c(c1)OCCO2)C1CCCN(S(=O)(=O)c2cccnc2)C1 (stereo unspecified) | ? | 0.8 | ? | 8
O=C(CSc1nnc(SCc2ccc(Cl)cc2)s1)N1CCN(C(=O)c2ccco2)CC1 | -2 | 1.1 | -2 | 20
CC1C(O)=C(c2nc3ccccc3[nH]2)C(=N)N1c1ccccc1 (stereo unspecified) | 16 | 1.1 | -22 | 16
Cc1oc(-c2ccccc2F)nc1CS(=O)CC(=O)NCc1ccc2c(c1)OCO2 (stereo unspecified) | ? | 1 | ? | 7
COC(=O)c1cc(OC)c(OC)cc1NC(=O)CC1CCCCC1 | -8 | 1.1 | -3 | 9
CCN1CCN(C(=O)C2CCN(Cc3nc(-c4cccc(Cl)c4)oc3C)CC2)CC1 | ? | 1.3 | ? | 23
CC(=O)Nc1ccc(S(=O)(=O)N2CCN(C(C)CCc3ccccc3)CC2)cc1 (stereo unspecified) | -2 | 1 | 3 | 9
CCOc1ccccc1/C=c1\sc2ncnn2c1=O | 14 | 1.1 | -39 | 18
COc1ccccc1N1CCN(C(=O)N2CCOCC2)CC1 | -4 | 0.91 | -32 | 8

Screening data from PubChem BioAssay.

This is a subset. The share of hits here may be higher or lower than overall.
